INS promoter inh = inhibitors of insulin promoter-driven GFP, primary screen, imaging, TRM-6 cells (human fetal islet line), eGFP reporter, cell count; inhibition, % at 2 µM; 130,000 compounds, 0.9% hits; reporter expression induced with tamoxifen;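 active = inhibition above the mean plus 3 SD, with well images judged a real hit on visual review, cut at about 60% in these data, passing the limit was not always enough; inconclusive = inhibition over the cutoff but images rejected on review; inactive = inhibition not above the cutoff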
sdo1 growth = growth rescue of sdo1-depleted yeast, primary screen, S. cerevisiae, bone marrow failure model; AID 817, 2007; 140,000 compounds, 0.21% hits; S. cerevisiae sdo1-depleted JHY4D growth rescue, OD600 30 h; stronger effect = higher value; pdr5 snq2 efflux-pump mutant strain; z-score at 10 µM;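 active = z-score above 3 at both the 24 hr and the 30 hr optical density reads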;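 note: z-score against mean and SD of all compound wells on the same plate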
sdo1 growth Rescue 24 h = further read-out of sdo1 growth, marked with its call; z-score; S. cerevisiae sdo1-depleted JHY4D growth rescue, OD600; measured here: growth rescue at 24 h;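 0 is the plate mean of compound wells and units are plate SD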
Numbers without * were called inactive; ? = inconclusive; nt = no result given; [ ] = remark or other dose. These rows are one share of the data, so the mix of outcomes need not match the whole.

A first look, 3 compounds:
The line under a structure holds: sdo1 growth Rescue 24 h, sdo1 growth, INS promoter inh
COCC(C)n1c(SCC(=O)NNC(=O)c2ccc(F)cc2)nc2ccccc2c1=O (stereo unspecified)
→ 1.5, 1.4, nt
COc1ccc(OCCCC(=O)Nc2ccc(N3CCCCC3)cc2)cc1
→ 0.99, 0.51, 7
O=C(Nc1cc(F)cc(F)c1)c1sc(Cl)nc1-c1ccccc1
→ 0.06, -0.78, -25

The listing, from the start:
The line under a structure holds: sdo1 growth Rescue 24 h, sdo1 growth, INS promoter inh
COCC(C)n1c(SCC(=O)NNC(=O)c2ccc(F)cc2)nc2ccccc2c1=O (stereo unspecified)
→ 1.5, 1.4, nt
COc1ccc(OCCCC(=O)Nc2ccc(N3CCCCC3)cc2)cc1
→ 0.99, 0.51, 7
O=C(Nc1cc(F)cc(F)c1)c1sc(Cl)nc1-c1ccccc1
→ 0.06, -0.78, -25
COc1ccc(C(CC(=O)O)NC(=O)COc2ccccc2)cc1OC (stereo unspecified)
→ 1.2, 1.4, ?
CCCCC1(CC)C(=O)NC(=O)NC1=Nc1ccc(OC)cc1 (stereo unspecified)
→ -0.4, -0.68, -50
CC1CCC2C(C1)c1sc(=O)[nH]c1SC2(C)C (stereo unspecified)
→ -0.32, -1.4, 55
CCOC(=O)c1c(NC(=O)COC(=O)CNC(=O)c2ccco2)sc(C(C)=O)c1C
→ -0.67, -0.15, 5
CN1C(=O)CC(N2CCN(c3ccccn3)CC2)C1=O (stereo unspecified)
→ -0.71, 0.01, -9
Cc1cccc(C(=O)NNC(=O)c2cc3cc4ccccc4nc3s2)c1
→ 2.7, 0.31, 2
COC(=O)C(NNc1ccccc1C)(NC(=O)c1ccc(F)cc1)C(F)(F)F (stereo unspecified)
→ 0.18, -0.04, -17
CCOC(=O)C1=C(C)NC2=C(C(=O)C(C(=O)OCC)C(c3ccco3)C2)C1c1ccccn1 (stereo unspecified)
→ -1.3, -0.52, 12
CC(=O)Nc1cccc(Oc2cnc3ccccc3n2)c1
→ -1.2, -0.38, 32
COc1ccccc1OCC(=O)NNC(=O)c1cnccn1
→ 0.66, 0.95, nt
COc1ccccc1NC(=O)CSc1nc2c(sc3ccccc32)c(=O)n1CCN(C)C
→ nt, nt, -47
COc1ccc(Cl)cc1NC(=O)Cn1c(=O)n2nc(C)nc2c2ccccc21
→ -0.69, -0.36, nt
CCCNC(=O)COC(=O)/C=C/c1ccco1
→ 0.73, 0.8, 20
CCOc1ccccc1NC(=O)COC(=O)/C=C/c1ccc(OC)c(OC)c1
→ nt, nt, -41
Cc1cccc(-n2c(C)cc(/C=N\NC(=O)c3cccs3)c2C)c1
→ -0.15, 0.33, 0
CC1CCCN(C(=O)CCc2ccccc2)C1 (stereo unspecified)
→ -0.7, -0.15, 30
COc1ccccc1-n1c(CNC(=O)c2cccc([N+](=O)[O-])c2C)n[nH]c1=S
→ nt, nt, -20

Part of the list above, bar-delimited.
Structure | sdo1 growth Rescue 24 h | sdo1 growth | INS promoter inh
CC1CCCN(C(=O)CCc2ccccc2)C1 (stereo unspecified) | -0.7 | -0.15 | 30
COc1ccccc1-n1c(CNC(=O)c2cccc([N+](=O)[O-])c2C)n[nH]c1=S | nt | nt | -20
Cc1cccc(C(=O)NNC(=O)c2cc3cc4ccccc4nc3s2)c1 | 2.7 | 0.31 | 2
COC(=O)C(NNc1ccccc1C)(NC(=O)c1ccc(F)cc1)C(F)(F)F (stereo unspecified) | 0.18 | -0.04 | -17
CCOC(=O)C1=C(C)NC2=C(C(=O)C(C(=O)OCC)C(c3ccco3)C2)C1c1ccccn1 (stereo unspecified) | -1.3 | -0.52 | 12
CC(=O)Nc1cccc(Oc2cnc3ccccc3n2)c1 | -1.2 | -0.38 | 32
Cc1cccc(-n2c(C)cc(/C=N\NC(=O)c3cccs3)c2C)c1 | -0.15 | 0.33 | 0

Next section
The line under a structure holds: sdo1 growth Rescue 24 h, sdo1 growth, INS promoter inh
Cc1ccc(S(=O)(=O)N2CCSC2)cc1C
→ 0.25, 1.4, -19
c1ccc(Nc2nnc(SCc3cccc4ccccc34)s2)cc1
→ 0.33, -0.86, 13
Cc1ncc([N+](=O)[O-])n1CC(=O)N/N=C/c1ccc(F)cc1
→ nt, nt, -53
Cc1cc(NC(=O)CSc2c3c(nc4ccccc24)CCC3)no1
→ -0.69, -0.54, nt
Cc1sc2ncnc(OCC(=O)Nc3ccc4c(c3)OCCO4)c2c1C
→ 0.04, 0.19, -5
Cc1ccc(NC(=O)CN(C)CC(=O)Nc2c(C)cccc2C)c(Br)c1
→ -0.6, -0.15, -9
CCOc1ccccc1N1Cc2cc(C)c(C)cc2C1
→ -0.6, -1.1, nt
CCCCNC(=S)NNC(=O)c1csc(C)c1C
→ -0.78, -0.15, -33
CCC(C)N1CC(C(=O)NC2CCCCC2)CC1=O (stereo unspecified)
→ -0.2, -0.01, nt
COc1cc(C2CC(=O)c3cnc(N)nc3C2)cc(OC)c1OC (stereo unspecified)
→ -0.72, 1.1, 42
Cc1ccc(S(=O)(=O)N2Cc3ccccc3CC2C(=O)Nc2cc(C)on2)cc1 (stereo unspecified)
→ -0.33, -0.31, 6
N#CC(c1ccccc1)C1CCN(Cc2ccccc2)CC1 (stereo unspecified)
→ -1, -0.5, 27
c1coc(Cn2c(-c3ccco3)nc3ccccc32)c1
→ 0.31, -0.02, 12
O=C1CC(N(C(=O)c2ccco2)c2ccc(F)cc2)C(=O)N1c1ccc(F)cc1 (stereo unspecified)
→ -0.15, 0.21, -25
COc1ccc(C(=O)CSc2nnnn2Cc2ccccc2)cc1
→ -1.7, -0.03, 22
CCN(CC(=O)NC1CCS(=O)(=O)C1)C(=O)COc1ccccc1-c1ccccc1 (stereo unspecified)
→ 0.02, 0.77[7.6 µM], nt
Cc1c(NN=C(C#N)C#N)c(=O)n(-c2ccccc2)n1C
→ nt, nt, 29
CC(=O)C(C)Oc1ncn(-c2ccccc2)n1 (stereo unspecified)
→ -0.53, -0.11, 36
CCC(C)N(C)Cc1cccc(C2(O)CCN(S(=O)(=O)c3ccc(F)cc3)CC2)c1 (stereo unspecified)
→ -0.07, 0.02, 43
CCCCCc1nc2c(=O)n(C)c3ccccc3c2o1
→ -1.8, -2, nt

The line under a structure holds: sdo1 growth Rescue 24 h, sdo1 growth, INS promoter inh
N#Cc1c(NCCN)nc(-c2ccco2)c2c1CCCC2
→ 0.58, 0.06, 10
Cc1cc(C)c(S(=O)(=O)n2nc(C)c(Br)c2C)c(C)c1
→ 0.55, -0.81, -56
CCOC(=O)Cn1c2c(c(-c3ccccc3OC)cc1=O)CCCC2
→ -0.76, -0.97[10.7 µM], nt
CCCCN(CC)C(=O)CSc1nc2n[nH]c(C)c2c(=N)n1-c1cccc(C)c1
→ nt, nt, -7
CCCNCc1cc(Cl)c(OCC)c(Cl)c1
→ 0.46, 0.96, 67
CCC(=O)Nc1cc(C(C)(C)C)ccc1C(C)=O
→ 0.42, 0.44, 29
CC(C)(C)C(=O)Nc1cc(S(=O)(=O)Nc2ccc(Cl)cc2)ccc1Cl
→ -0.48, -0.61, 0
CC(C)N1CCC(=NNC(=O)c2ccccc2[N+](=O)[O-])CC1
→ -0.82, -0.29, -6
O=P(Cc1nnco1)(c1ccccc1)c1ccccc1
→ 0.81, 0.38, -18
Cc1ccccc1Oc1ncnc2oc(-c3ccccc3)cc12
→ -0.87, -1.5, nt
COCCn1c(N)c(N(Cc2ccccc2)C(=O)c2ccc(C#N)cc2)c(=O)[nH]c1=O
→ nt, nt, -108
CCOCCCNC(=O)c1c(C)c(C(=O)OCC)n(C)c1C
→ -0.13, 0.11, nt
O=C(O)/C=C\C(=O)NC1CCCCC1
→ -0.82, 0.01, -7
CCC(=O)c1ccc(OCC(O)Cn2c(C)nc3ccccc32)cc1 (stereo unspecified)
→ -0.16, 0.21, -375
CCOC(=O)c1nn(-c2ccc(F)cc2)c(C)c1C(C)=O
→ -0.97, -0.28, 28
Cc1cc(C)cc(N=c2c([N+](=O)[O-])nn(-c3ccc(Cl)cc3)n2O)c1
→ nt, nt, 36
Cc1ccc(CNC(=O)COC(=O)c2cc3c(s2)CCC(C)C3)cc1 (stereo unspecified)
→ -1.2, -1.5, nt
Cc1c(C)n(CCC#N)c2ccccc12
→ -0.68, 0.05, 46
CC(NC(=O)CSc1nc(=O)cc(N)n1CCc1ccccc1)c1ccccc1 (stereo unspecified)
→ 0.68, 0.99, -5
c1ccc(-n2c(-c3ccncc3)nnc2N2CCOCC2)cc1
→ -0.49, 0.42, nt

The line under a structure holds: sdo1 growth Rescue 24 h, sdo1 growth, INS promoter inh
O=C(CSc1nnc(CCCN2C(=O)c3cccc4cccc(c34)C2=O)n1-c1ccccc1)NCCCO
→ 1.5, 1.6, -18
Brc1ccc(C2=NC(Cc3ccccc3)CO2)cc1 (stereo unspecified)
→ -0.06, -0.2, 30
CCN(CC)C(=O)C(=O)Nc1ccc(OCc2ccccc2)cc1
→ nt, nt, 29
O=C(CSc1nc(-c2ccccc2)cs1)Nc1cccc([N+](=O)[O-])c1
→ -1.1, -1.4, nt
Cc1ccc(NC(=O)Cn2cnc3c(oc4nc5c(cc43)COC(C)(C)C5)c2=O)cc1
→ -2, -0.64, -8
O=c1[nH]c2ccccc2n1CCCOc1ccccc1
→ -0.38, -0.06, -3
COc1cccc(CNCCOCCO)c1OC
→ -0.44, 0.81, 7
O=C(CSc1nnc(-c2c[nH]c3ccccc23)n1CC1CCCO1)Nc1ccc2c(c1)OCCO2 (stereo unspecified)
→ -0.72, -0.43, 23
Cc1ccc(S(=O)(=O)NCC(c2ccccc2)N2CCN(CCC#N)CC2)cc1 (stereo unspecified)
→ 0.94, 1.4, -238
Cn1c(-c2ccccc2)c[n+]2c1CCCCC2
→ nt, nt, 13
CN(C)c1nc(N)nc(CSc2ccccn2)n1
→ -0.24, 0.06, -19
COCCOC(=O)c1c(C)nc(SCC(=O)Nc2ccc(OC)cc2)c(C#N)c1-c1ccco1
→ -1.1, -0.96, 31
Nc1[nH]c(=S)nc2nc(-c3ccccc3)c(-c3ccccc3)nc12
→ nt, nt, -39
O=C(COC(=O)c1ccc2ccccc2n1)c1ccccc1
→ nt, nt, 0
O=c1ccc(C(F)(F)F)cn1Cc1cc(=O)n2cc(Br)ccc2n1
→ nt, nt, 36
Cc1ccc2cccc(NC(=O)C(F)(F)F)c2n1
→ nt, nt, 9
CC(C)c1ccccc1NC(=O)c1cnccn1
→ 0.35, 0.24, 0
COc1ccc(CNCC(O)(c2ccc(F)cc2)c2ccc(F)cc2)cc1
→ nt, nt, -14
CNc1nnc(-c2cc3ccccc3oc2=O)s1
→ 2.3, 2.6, 9
O=C1CC(c2ccccc2)CC(O)=C1C=NCCN1CCOCC1 (stereo unspecified)
→ -0.12, 0.59, nt

The line under a structure holds: sdo1 growth Rescue 24 h, sdo1 growth, INS promoter inh
Cc1cc(N2CCN(c3cccc(C(F)(F)F)c3)CC2)n2nc(C)nc2n1
→ 1, 1.1, 22
COc1ccc(S(=O)(=O)n2[nH]c(=O)c(CCO)c2C)c([N+](=O)[O-])c1
→ nt, nt, -12
O=S(=O)(Nc1nc2ccccc2nc1NCc1ccco1)c1ccc(Cl)cc1
→ -0.34, -1.4, 19
Clc1ccc(-c2n[nH]c3c2CCC3)cc1Cl
→ -0.72, -1.3, -19
O=C(Nc1ccc(-c2nc3ccccc3o2)cc1)c1ccc(N2CCOCC2)c([N+](=O)[O-])c1
→ 0.12, -0.45, nt
COc1ccccc1N1CCN(S(=O)(=O)c2ccc3c4c(cccc24)C(=O)N3)CC1
→ -0.45, -0.34, 0
O=C(NC1CCCCC1)c1ccccc1NC(=S)NC(=O)C1CC1
→ 0.24, 0.07, -8
CC(=O)Nc1sc(C)c(C)c1CN1CCN(Cc2ccccc2)CC1
→ nt, nt, -16
Cn1c(C(=O)N2CCN(C3CCCCC3)CC2)cc2c(=O)n(C)c3ccccc3c21
→ 1.1, 1.5, nt
O=C1CCN(C(=O)Nc2ccccc2Cl)N1
→ -1.7, -0.76, -32
O=C(O)c1ccc2c(c1)C(=O)N(NC(=O)c1ccc(O)cc1)C2=O
→ -0.41, 0.27, nt
Cc1ccc(-c2nnc(/C=C/c3ccccc3)o2)cc1
→ 0.46, -0.11, 20
CCOC(=O)CNC(=O)CSc1nnc(-c2cccc(OC)c2)n1CC
→ -0.89, 0, -21
CN(C)C(=O)/C(=C\c1ccc(-c2cccc([N+](=O)[O-])c2)o1)NC(=O)c1ccccc1
→ nt, nt, 11
C=CCN1C(c2ccc(OCC)cc2)=CS/C1=C(\C#N)c1nnc2n1CCCCC2
→ -1.5, -0.54, nt
Cc1ccnc2nc(C(=O)Nc3nnc(-c4ccc(Cl)cc4)o3)nn12
→ nt, nt, 25
CC(O)c1cc2c(cc1NC(=O)c1cnn3c1NC(c1ccco1)CC3C(F)(F)F)OCO2 (stereo unspecified)
→ 0.47, 0.03, 33
COc1ccc(/C=C/C(=O)c2cc(F)ccc2OC(=O)c2ccccc2C)cc1OC
→ -0.69, -1.2, -18
CC(=O)Nc1ccc(S(=O)(=O)N2CCC(NC(=O)c3ccco3)CC2)cc1
→ 0.98, 0.72, 45

Screens: PubChem BioAssay, several laboratories
